# Bioassay records deposited in PubChem BioAssay by several laboratories.
# MOR-DOR ag: OPRM1-OPRD1 heterodimerization agonism; P35372+P41143; cells, luminescence; activation, % at 9.3 µM; hit rate 0.3% among 340,000; AID 504326; in the data active means activation above about 18%;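 further: 0% = vehicle-treated cells and 100% = reference agonist; values of inactives mirror those of a sister screen read the other way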
# Target sequence (P35372 whole entry, looked up): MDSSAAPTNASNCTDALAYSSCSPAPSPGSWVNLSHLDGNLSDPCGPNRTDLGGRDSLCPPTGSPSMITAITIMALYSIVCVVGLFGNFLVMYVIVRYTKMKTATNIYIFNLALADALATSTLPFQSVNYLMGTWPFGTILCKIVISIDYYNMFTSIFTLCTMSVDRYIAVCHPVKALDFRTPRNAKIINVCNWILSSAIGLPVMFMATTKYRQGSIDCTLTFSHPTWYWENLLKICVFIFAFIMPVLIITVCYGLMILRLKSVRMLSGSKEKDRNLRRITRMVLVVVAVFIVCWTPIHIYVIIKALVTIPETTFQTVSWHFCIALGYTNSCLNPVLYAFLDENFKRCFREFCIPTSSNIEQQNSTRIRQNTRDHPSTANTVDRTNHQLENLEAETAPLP
# Target sequence (P41143 whole entry, looked up): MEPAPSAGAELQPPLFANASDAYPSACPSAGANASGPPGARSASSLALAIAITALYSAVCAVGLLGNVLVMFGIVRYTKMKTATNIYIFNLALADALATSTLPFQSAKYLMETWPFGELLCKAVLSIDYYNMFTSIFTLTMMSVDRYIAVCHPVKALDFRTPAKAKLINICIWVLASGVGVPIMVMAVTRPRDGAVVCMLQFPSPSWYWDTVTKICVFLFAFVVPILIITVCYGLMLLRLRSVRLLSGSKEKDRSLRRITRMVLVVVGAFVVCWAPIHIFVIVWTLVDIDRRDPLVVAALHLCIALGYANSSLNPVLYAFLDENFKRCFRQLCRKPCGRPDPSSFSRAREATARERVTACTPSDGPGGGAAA
# cardiac RTF act: increases calcium sensitivity of human cardiac regulated thin filaments; activation, % at 7.2 µM; P19429+P45379; hit rate 0.24% among 340,000; IANBD-labeled TnC RTF fluorescence at EC20 calcium; 0% EC20 calcium, 100% full calcium;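 active means activation above the mean over all tested compounds plus 3 SD, cut at about 30% in these data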;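 further: rise in fluorescence read as greater calcium sensitivity of cardiac thin filaments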
# RTF Ca sens inh: cardiac RTF calcium desensitization | P19429+P45379 | inhibition, % at 7.15 µM | hit rate 0.12% among 340,000 | IANBD-labeled cardiac RTF, Ca2+ fluorescence | AID 493244;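 active means inhibition above the mean inhibition of all tested compounds plus 3 SD, cut at about 17% in these data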;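 further: assay run at fixed EC70 calcium of 1.6 mM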
# HTR5A inv ag: inverse agonist of human HTR5A in OPRM1-OPRD1 counter-screen | P47898 | HTR5A cell line, luminescence, inverse agonism | inhibition, % at 9.3 µM | hit rate 0.083% among 340,000; in the data active means inhibition mostly above about 23%, no sharp cut-off; inactive means mostly below about 18%;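 further: 0% = cells with DMSO and 100% = no-cell wells with DMSO; some compounds called inactive have numbers as strong as hits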
# LANA DNA inh: blocks KSHV LANA C-terminal domain binding to DNA; inhibition, % at 9 µM; MBP-C-LANA/FAM-LBS DNA binding, fluorescence polarization; hit rate 0.078% among 340,000;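 active means highest replicate inhibition at or above 60% at 9 µM, even if other replicates fall short; inactive means all replicates below 60% inhibition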;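 further: 0% = neutral control wells and 100% = 4 µM acridine orange control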
# CAL PDZ FP: blocks peptide binding to the human CAL PDZ domain | inhibition, % at 24.9 µM | Q9HD26 | purified CAL PDZ, TMR-peptide fluorescence polarization, 1 h | hit rate 0.92% among 300,000 | AID 602252;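 active means mean inhibition of at least 30% with at least half of replicates also reaching 30%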;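 further: 0% = DMSO neutral control and 100% = excess unlabeled competitor peptide PRC23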
# HTR5A ag: counter-screen for OPRM1-OPRD1 agonists: human HTR5A agonism | AID 504692 | hit rate 0.61% among 340,000 | HTR5A agonist assay, luminescence, cell-based | activation, % at 9.3 µM; in the data active means activation mostly above about 9.5%, no sharp cut-off; inactive means mostly below about 7.6%;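 further: 0% = cells with vehicle only and 100% = reference agonist; strong numbers were not always called active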
# Keap1-Nrf2 PPI: disrupts human Keap1 binding to Nrf2 peptide. AID 504523. Keap1 Kelch-Nrf2 peptide fluorescence polarization, 1536-well. Q14145. inhibition, % at 9.4 µM. hit rate 0.15% among 340,000; in the data active means inhibition above about 12%;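 further: human Keap1 Kelch domain with fluorescein labeled Nrf2 9mer peptide probe; 0% = neutral control wells and 100% = peptide positive control; higher means more block of Keap1 binding to Nrf2 peptide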
# MOR-DOR inv ag: inverse agonists of human mu-delta opioid receptor heterodimerization; hit rate 0.21% among 340,000; cell-based MOR-DOR heterodimer luminescence, inverse agonism; P35372+P41143; inhibition, % at 9.3 µM; in the data active means inhibition above about 22%, passing the limit was not always enough;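 further: 0% = cells with DMSO and 100% = wells without cells with DMSO; values of inactives mirror those of a sister screen read the other way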
# V-ATPase pHluor: yeast V-ATPase proton transport regulation by pHLuorin | S. cerevisiae, pHLuorin cytosolic pH fluorescence | response, % at 10 µM | hit rate 0.37% among 350,000; in the data active means response mostly above about 7.3%, no sharp cut-off; inactive means mostly below about 5.4%; further: actives read high; inactives centre near 0; some compounds called inactive have numbers as strong as hits; reference of the scale not given here
# Starred values were filed as active, the others as inactive; · = not tested or not shown.
SMILES,MOR-DOR ag,cardiac RTF act,RTF Ca sens inh,HTR5A inv ag,LANA DNA inh,CAL PDZ FP,HTR5A ag,Keap1-Nrf2 PPI,MOR-DOR inv ag,V-ATPase pHluor
CC(=O)C1=NN(c2ccccc2)C2(S1)S/C(=C\c1ccccc1)C(=O)N2c1ccccc1 (configuration not stated),-1.5,1,-8,1,0.7,1,0,-1,8,0
CNC(=O)c1ccc(Nc2nnc(C)c3ccccc23)cc1,-0.8,-16,-4,4,-1.7,-1,-5,-6,4,-6
CCOC(=O)N1CCN(C(=O)c2c(O)c3cccc4c3n(c2=O)CC4)CC1,-2.2,-8,6,-5,-1.2,-3,1,2,12,-1
COc1cccc(-c2nc(CS(=O)CC(=O)NCc3ccc4c(c3)OCO4)c(C)o2)c1 (configuration not stated),-2.5,7,-8,0,0.3,·,0,-1,15,-1
COc1ccc(CNC(=O)OCc2nccnc2C(=O)Nc2ccc(Br)cn2)cc1,0.9,-3,-8,27,0.5,·,-2,0,-5,-1
COc1cccc(NC(=O)[C@@H]2CCCN2S(=O)(=O)c2cccc3cccnc23)c1,-1.9,-8,2,-10,0.2,0,4,2,11,-2
Cc1cccc(/C=C2\Sc3ccc(C(=O)N4CCC(C)CC4)cc3N(C)C2=O)c1,4.2,2,7,8,2.0,-1,1,-4,-23,5
COc1cc2ccccc2cc1C(=O)Nc1ccccc1N1CCCC1,-0.5,-14,-8,-15,-1.0,-2,4,-2,2,0
COCC1CCN(Cc2cn(C)nc2-c2cccc(Cl)c2)C1 (configuration not stated),0.6,-1,-9,0,-0.8,4,0,1,-3,3
Cc1ccc(Nc2c3c(nc4ncnn24)CCC3)cc1,0.0,5,-8,0,-0.9,-4,-3,-3,0,2
CCc1sc(NC(C)=O)nc1-c1ccccc1,3.7,-4,2,-16,1.5,-3,3,-4,-25,0
CN(C(=O)CSc1nc2[nH]ncc2c(=O)[nH]1)c1ccccc1,0.5,1,-5,2,-1.5,-4,-1,-7,-3,-1
Cc1ccc(C)c(NCC(O)c2ccccc2)c1 (configuration not stated),2.2,1,0,19,0.8,1,1,-4,-12,3
CC(=O)Nc1ccc(S(=O)(=O)N[C@H](C(=O)O)C(C)C)cc1,0.5,3,-5,-14,1.2,-1,6,-1,-2,4
Cc1ccc(-c2csc(N3CCN(CCCn4c(C(F)(F)F)nc5ccccc54)CC3)n2)cc1,-1.4,1,4,-17,-0.3,0,1,-3,6,1
Cc1cc(OCCCCn2ccnc2)cc(C)c1Cl,0.0,4,3,5,-3.0,11,-2,-2,0,5
OCCC1CN(CCCn2cccn2)CCN1Cc1ccccc1 (configuration not stated),0.1,1,-3,-23,-1.1,-3,0,-3,-1,1
Cn1c(SCC(=O)NC2CCCCC2)nnc1-c1cc2cc(Cl)ccc2o1,-0.1,-4,-7,3,1.9,-2,0,-5,1,2
C#Cc1cccc(NC(=O)Cc2cccs2)c1,-0.5,-5,-6,15,-1.0,-8,-4,-4,3,-3
CC1CCCC(NC2CCCCNC2=O)C1 (configuration not stated),-0.3,-2,-6,-18,-0.4,-1,8,3,2,0
Cc1ccc(S(=O)(=O)N2CCN(CN3C(=O)CC4(CCCC4)C3=O)CC2)cc1,-1.0,4,-4,-27,-0.9,-1,1,-2,6,-1
FC(F)(F)c1cc(-c2ccco2)nc(NCCc2ccccc2)n1,2.1,-6,2,19,-5.2,-5,4,-4,-13,-1
CCOC(=O)c1cc(NC(=O)c2ccc(Cl)cc2)c(=O)n2c1oc1ccc(Cl)cc12,-1.0,1,-3,-4,-0.5,-2,4,-7,6,-6
C=C(C)CNC(=S)N/N=C1\CCCCc2ccccc21,3.4,-1,-12,6,0.0,-3,-2,-1,-22,0
Cc1ccc(C(=O)OCC(=O)c2c[nH]c3ccccc23)cc1S(=O)(=O)N1CCCCC1,3.6,-4,8,-17,0.0,4,0,-4,-19,-3
CCOc1ccc(OCCC(=O)OC(C)C(=O)Nc2ccc(C(C)=O)cc2)cc1 (configuration not stated),1.2,3,-3,9,-1.1,-1,0,-5,-4,-6
CCOc1ccccc1C(=O)NCCCCNC(=O)c1ccccc1OCC,0.2,-4,-6,2,-0.2,2,0,-4,-1,4
CCN(c1ccccc1)S(=O)(=O)c1ccc(OC)c(NC(=O)CN2C(=O)NC(C)(C)C2=O)c1,-2.4,4,-3,4,-0.1,-2,1,-5,10,-8
Cc1c(C(=O)Nc2ccc3c(c2)OCCO3)cnn1C,0.0,-1,-9,-5,-1.4,-3,3,-1,0,5
COC(=O)C1=C(Nc2ccccc2NC(=O)c2ccccc2C(=O)O)CSC1,-2.0,8,-3,-10,1.6,15,-1,-7,10,4
Cc1cc(OCC(O)CN2CCc3ccccc3C2)ccc1Cl (configuration not stated),1.3,-3,-2,-9,-0.1,-2,2,-1,-6,-3
Cc1ncoc1C(=O)N1CCc2c([nH]c3ccccc23)C1c1ccccc1F (configuration not stated),-1.9,1,-9,-1,-1.5,2,0,0,10,3
O=C(c1cccc(COCC(F)(F)C(F)F)c1)N1CCN(c2ccccc2)CC1,-2.2,-5,-2,-2,-1.5,·,1,-4,12,-2
CN(C)/C=C(\C#N)C(=O)c1cccnc1Oc1ccc(F)cc1F,-3.0,1,-3,4,0.5,1,2,1,16,-3
O=C(c1ccccc1F)c1cc2c(cc1[N+](=O)[O-])OCCO2,-2.1,-6,3,4,1.8,2,-1,3,11,-1
Cc1ccc(NC(=O)C2CCCN2C(=O)OCc2ccccc2)c(C)c1 (configuration not stated),-3.2,-2,-2,-3,0.3,-1,-4,1,17,5
Cn1c(C(=O)N2CCOCC2)cc2c(=O)n3ccccc3nc21,-1.2,-3,-1,24,-0.1,-1,1,-5,9,1
NC(=O)c1c(NC(=O)c2ccc(F)cc2)sc2c1CCC2,0.8,-9,-2,-1,-0.4,-6,0,4,-4,-2
CC(C)(C)c1cnnn1-c1ccc(C(=O)CCl)cc1,-3.9,-8,1,14,-1.5,9,-5,-5,24,-1
O=C(CCc1ccccc1)Nc1nc2n(n1)C(c1ccc(Cl)cc1)CC(=O)N2 (configuration not stated),1.4,12,-8,7,1.0,-4,-2,-3,-7,-1
O=c1nccc(SCc2ccc(Cl)cc2Cl)[nH]1,-0.8,-4,-10,-7,-1.2,0,2,-2,4,0
CCOc1ccc(CC(=O)N2CCN(c3ccc(N4CCOCC4)nn3)CC2)cc1OCC,-1.7,-5,-12,9,-0.4,·,-3,2,10,-7
COc1cc(Cl)c(S(=O)(=O)N2CCOCC2)cc1Cl,0.1,4,-25,-13,-0.5,-3,2,0,-1,0
CCn1cc(S(=O)(=O)NCc2ccc3c(c2)OCO3)cn1,-2.2,-5,0,1,-0.4,-3,3,2,12,1
CC1Cc2ccccc2N1C(=O)CCn1cccn1 (configuration not stated),-2.7,-3,8,6,0.7,-1,-5,1,15,-6
COc1ccc(-c2cnc3c(c2)CCC3(C#N)C#N)cc1,-1.0,1,4,-25,-1.3,1,7,-5,5,4
COc1ccccc1CNC(=O)COC(=O)Cc1cccc(F)c1,-3.1,1,-3,-2,-6.6,0,1,-4,13,3
O=C(NCCCN1CCOCC1)c1ccco1,0.0,12,-2,7,-2.3,-2,0,2,0,3
CCOc1nc(-c2ccccc2Cl)nc2ccccc12,·,·,·,·,0.2,-5,·,-2,·,-1
CCOC(=O)c1c(C)[nH]c(C(=O)N/N=C\c2ccccc2Cl)c1C,9.3,-3,1,-14,-1.0,-3,4,1,-53,0
Cc1cccc(NC2=NCC(=O)N2Cc2ccccc2)c1,-1.1,7,-3,-4,1.9,14,-2,-7,7,0
Cc1cccc([C@@H]2[C@@H]3C(=O)N(Cc4ccccc4)C(=O)[C@@H]3[C@]3(C)C(=O)N(c4cccc(Cl)c4)C(=O)N23)c1,-2.1,-2,-14,-2,0.5,-6,1,-8,13,3
O=C(NCCOc1ccc(Cl)cc1)c1ccco1,-2.5,-3,-13,0,-0.6,-4,-4,-1,13,-2
O=[N+]([O-])c1ccccc1S(=O)(=O)N1CCN(Cc2cc3c(cc2O)OCO3)CC1,-1.5,-3,0,8,1.1,·,0,1,8,-2
NNC(=O)[C@@H]1C[C@@H]1c1ccccc1,-1.4,5,7,1,-1.5,0,-1,-1,9,0
Cc1ccc(C(=O)N/N=C\c2cccnc2)s1,-1.7,3,-5,4,-0.1,1,1,-2,6,-3
CSc1nnc(NC(=O)C23CC4CC(CC(C4)C2)C3)s1,5.2,1,-4,4,1.6,·,4,5,-26,-2
CCc1ccc(/C=C2\SC(=S)N(CCC(=O)N3CCN(C)CC3)C2=O)cc1,-2.7,-4,0,-24,1.0,7,9,4,14,4
S=C(NCCN1CCOCC1)NC1CCCC1,0.3,0,-2,8,-1.2,1,0,-6,-2,·
Cc1ccc(-c2csc(-c3cc(C)on3)n2)cc1,0.7,2,-6,-3,-0.3,0,0,0,-4,-6

# Given with values under each structure: part of the list above
# Each structure is followed by: MOR-DOR ag	cardiac RTF act	RTF Ca sens inh	HTR5A inv ag	LANA DNA inh	CAL PDZ FP	HTR5A ag	Keap1-Nrf2 PPI	MOR-DOR inv ag	V-ATPase pHluor
> Cc1ccc(C(=O)N/N=C\c2cccnc2)s1
 : -1.7	3	-5	4	-0.1	1	1	-2	6	-3
> CSc1nnc(NC(=O)C23CC4CC(CC(C4)C2)C3)s1
 : 5.2	1	-4	4	1.6	·	4	5	-26	-2

# (continued)
SMILES,MOR-DOR ag,cardiac RTF act,RTF Ca sens inh,HTR5A inv ag,LANA DNA inh,CAL PDZ FP,HTR5A ag,Keap1-Nrf2 PPI,MOR-DOR inv ag,V-ATPase pHluor
CN=C1NN=C(c2cc(C)n(-c3ccc(Cl)cc3)c2C)CS1,-3.5,-3,-5,10,-0.6,-1,3,5,17,-1
CC(C)OCCCNC(=S)N1CCC(C(=O)c2ccc(Cl)cc2)CC1,0.9,-4,6,11,1.8,3,-3,-3,-5,0
C/C(CCc1ccco1)=N/NC(=O)CCC(=O)Nc1cccc(Cl)c1,-1.7,0,-1,14,0.1,2,-1,-1,10,-1
CC(=O)c1ccc(NC(=O)C2CCC(C)NC2=O)cc1 (configuration not stated),-0.5,-3,-7,-10,-0.6,1,3,-2,2,0
O=C(CCCC(=O)N(CC(=O)NC1CCCC1)Cc1ccccc1)Nc1ccccn1,-1.8,5,-10,3,-0.5,-3,-4,-1,10,4
CC(C)COc1cccc(C(=O)Nc2ccc(CN3CCOCC3)cc2)c1,-1.9,-4,-1,-5,-0.2,-4,1,-3,9,4
COC(=O)C1=C(N)c2c(F)cccc2C1(C#N)c1ccc(F)cc1 (configuration not stated),-2.0,4,9,-16,-0.6,1,1,-3,12,4
ClCc1ncc(-c2ccc(Cl)cc2)o1,-0.1,3,-4,2,-2.1,3,-1,-1,0,-1
CS(=O)(=O)N1CCn2c1nc1ccccc12,·,6,-9,·,-0.6,·,·,-4,·,1
CN(C)c1ccc(NC(=O)CSc2nc3ccccc3c(=O)n2CC2CCCO2)cc1 (configuration not stated),-1.0,4,0,-13,-0.7,-1,5,3,7,-1
Cc1ccc(S(=O)(=O)CCc2nc3ccccc3s2)cc1C,-1.2,-3,-14,-12,2.9,13,7,0,7,2
O=C1CNC(=S)N1c1nc2ccccc2s1,-3.1,4,-1,7,-2.7,·,-5,1,16,-4
COC(=O)c1c(C)oc(C)c1S(=O)(=O)Nc1ccccc1,-0.8,8,-6,-16,-1.6,·,-5,-2,4,1
Cc1ccc(Nc2nc(N)nc(CN3CCN(C(=O)c4ccco4)CC3)n2)cc1Cl,-2.6,-2,-5,8,-0.2,0,1,-3,16,0
